MC4R barr agon – activates human MC4R beta-arrestin recruitment. U2OS MC4R beta-arrestin complementation, luminescence; percent of melanotan II response, DMSO zero. activation, % at 8.9 µM. actives 0.98% (n = 360,000). AID 540308;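 active means activation above a per-plate cutoff, the mean activation of sample wells on that plate plus 3 SD, cut at about 8% in these data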
Target sequence (P32245 whole entry, looked up): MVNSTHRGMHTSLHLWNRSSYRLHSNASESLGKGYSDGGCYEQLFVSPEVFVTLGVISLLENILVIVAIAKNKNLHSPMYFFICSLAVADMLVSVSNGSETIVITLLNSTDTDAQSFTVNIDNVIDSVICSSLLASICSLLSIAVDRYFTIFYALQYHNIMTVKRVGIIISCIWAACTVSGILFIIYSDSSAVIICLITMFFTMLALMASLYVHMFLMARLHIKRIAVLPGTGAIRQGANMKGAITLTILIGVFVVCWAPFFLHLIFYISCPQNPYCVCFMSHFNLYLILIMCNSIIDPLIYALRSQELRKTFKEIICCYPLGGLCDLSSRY
ABHD5 PLIN5 PPI – blocks binding of human ABHD5 to perilipin-5; Q00G26+Q8WTS1; Split G. princeps luciferase complementation, luminescence, 4 h; inhibition, % at 4 µM; actives 0.78% (n = 360,000);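 active means inhibition above the mean inhibition across every tested compound plus 3 SD, cut at about 22% in these data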;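 further: 0% = DMSO only wells and the 100% control is not disclosed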
PDI inh – inhibitors of human protein disulfide isomerase | P07237 | PDI insulin aggregation turbidity, A650, 90 min | inhibition, % at 10 µM | actives 0.052% (n = 350,000);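 active means mean inhibition across replicates of 30% or more, whatever share of single replicates reach that level; inconclusive means mean inhibition below 30% while every single replicate reaches 30%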;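 further: absorbance from insulin aggregation driven by PDI reduction with DTT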
ABCB6 inh 2 – blocks the human ABCB6 transporter; Q9NP58; K562-ABCB6 porphyrin accumulation, flow cytometry, 1 h; hits give low values; fluorescence ratio to DMSO, % at 10 µM; actives 0.19% (n = 360,000); AID 602162;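 active means fluorescence ratio to DMSO below 75%, the collection mean minus 3 SD; inconclusive means too few cells collected in the well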;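 further: signal is porphyrin accumulated inside mitochondria; 100% equals median channel fluorescence of DMSO control wells; lower ratio means ABCB6 inhibition with less porphyrin fluorescence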
H9c2 protect – myocardial damage modulation in H9c2 cells; H9c2 cardiomyocytes, H2O2 injury protection, ATPLite, 2 h; protection from H2O2 cell death, % at 20 µM; AID 588492; actives 0.63% (n = 360,000);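 active means compounds giving at least 50% protection of heart cells from peroxide-induced death in the single-dose screen, raw or plate-pattern-corrected value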;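 further: 0% = DMSO wells with peroxide and 100% = DMSO wells without peroxide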
Glyco luc inh – blocks N-linked glycosylation in D54 reporter cells; D54 ERlucT glycosylation luciferase reporter, 24 h; percent of 100 nM tunicamycin response; reporter increase, % at 12.5 µM; actives 0.23% (n = 360,000); AID 588692;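 active means mean luciferase reporter signal, scaled so untreated is 0 and the glycosylation-blocking control 100, at or above a set limit in every replicate; inconclusive means mean reaches the limit but not every replicate does; inactive means mean below the limit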;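 further: luciferase carries N-glycosylation sites so blocking glycosylation raises the light; 0% = median of neutral control wells and 100% = median of 100 nM tunicamycin wells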
CaV13 ICDI inh – Primary screen for inhibitors of IQ motif and Ca2+-dependent inactivation inhibitor domain binding in CACNA1D, Förster resonance energy transfer in living cells, …. HEK cells, CFP/YFP FRET ICDI-IQ, plate reader, 10 min; percent FRET-ratio fall versus neutral wells. inhibition, % at 12.3 µM. actives 0.098% (n = 340,000). AID 743397;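 active means mean replicate inhibition of at least 30% and at least 1% of replicates passing that level; inconclusive means only one of the two criteria is met; inactive means neither criterion is met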;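 further: 0% = median of the neutral control wells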
m5-HT2A agonist – activates the mouse 5-HT2A serotonin receptor; P35363; CHO-K1 mHTR2A beta-arrestin complementation, luminescence; percent of 30 µM serotonin response; activation, % at 7.6 µM; actives 0.66% (n = 360,000);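 active means activation above a run cutoff, the mean activation of all tested compounds plus 3 SD, cut at about 14% in these data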;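 further: 0% = plate median of compound wells and 100% = 30 µM serotonin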
MC4R antagonist – human MC4R antagonism in cAMP assay; P32245; MC4R-expressing cells, MTII-stimulated cAMP, LANCE TR-FRET; inhibition, % at 6.5 µM; actives 0.48% (n = 360,000);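 active means inhibition above its plate's cutoff, the mean of tested wells on that plate plus 3 SD, cut at about 29% in these data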;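 further: 0% = Melanotan II alone and 100% = Melanotan II plus saturating MCL0020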
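Assay system: U2OS cells stably expressing human melanocortin 4 receptor (MC4R) / Dosing: 6.5 µM / Timing: compound 30 min, challenge 1 h, detection 1 h / Measured by: Eu-cAMP/anti-cAMP TR-FRET, emission 671 nm / Replicates: singlicate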
Granule exo inh – blocks lytic granule exocytosis. TALL-104 LAMP-1 surface exposure, flow cytometry; cells stimulated with thapsigargin and PMA. inhibition, % at 10 µM. actives 0.66% (n = 360,000);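 active means inhibition above about 55%, limit read from the data; inconclusive means no clear call, values can overlap the other calls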
An asterisk follows results filed as active; u = inconclusive; x = not tested or not shown.

(1) CN1C(=O)NC(NC(=O)C2CCCCC2)(C(F)(F)F)C1=O (centres undefined)
(2) O=C(COC(=O)c1ccccc1Oc1ccccc1)NCc1ccco1
(3) COc1ccc(C(=O)NCC(=O)OCc2ccc(F)cc2Cl)cc1OC
(4) CCCCOC(=O)N1CCOCCOCCN(C(=O)OCCCC)CCOCCOCC1
(5) CC1=NN(c2ccc(C)cc2)C(=O)/C1=C\C=C\c1ccccc1
(6) CC1CN(S(=O)(=O)c2cccc3nsnc23)CC(C)O1 (centres undefined)

Assay by compound	1	2	3	4	5	6
MC4R barr agon	2.4	-0.1	2.1	-1.0	1.8	-1.9
ABHD5 PLIN5 PPI	4	11	10	-5	0	2
PDI inh	1	-2	7	-3	6	1
ABCB6 inh 2	93	89	101	94	90	92
H9c2 protect	2	15	6	-1	-5	4
Glyco luc inh	0	-1	2	0	u	-3
CaV13 ICDI inh	0	-3	-7	x	-2	-9
m5-HT2A agonist	2	-2	1	-4	0	0
MC4R antagonist	4	-1	2	-3	-2	4
Granule exo inh	-2	0	6	-1	2	4

Pulled by structure from the entries so far:
(3) COc1ccc(C(=O)NCC(=O)OCc2ccc(F)cc2Cl)cc1OC
(6) CC1CN(S(=O)(=O)c2cccc3nsnc23)CC(C)O1 (centres undefined)

Assay by compound	3	6
MC4R barr agon	2.1	-1.9
ABHD5 PLIN5 PPI	10	2
PDI inh	7	1
ABCB6 inh 2	101	92
H9c2 protect	6	4
Glyco luc inh	2	-3
CaV13 ICDI inh	-7	-9
m5-HT2A agonist	1	0
MC4R antagonist	2	4
Granule exo inh	6	4

Two compounds from above, limited to m5-HT2A agonist, H9c2 protect and Granule exo inh:
cpd | SMILES | m5-HT2A agonist | H9c2 protect | Granule exo inh
4 | CCCCOC(=O)N1CCOCCOCCN(C(=O)OCCCC)CCOCCOCC1 | -4 | -1 | -1
5 | CC1=NN(c2ccc(C)cc2)C(=O)/C1=C\C=C\c1ccccc1 | 0 | -5 | 2

Next part
(7) Cc1cccc(C)c1NS(=O)(=O)c1ccc(-c2ccc(=O)[nH]n2)o1
(8) COc1ccc(NC(=O)c2c3c(nc4ccccc24)CCC3)cc1
(9) Cc1c(NS(=O)(=O)c2cc(C(=O)NCc3ccco3)cc(Cl)c2Cl)c(=O)n(-c2ccccc2)n1C
(10) CC(=O)N/N=C/c1cc([N+](=O)[O-])ccc1OCCOc1ccccc1
(11) CN(C)CCCn1c(=S)[nH]c2sc3c(c2c1=O)CCCC3
(12) CS(=O)(=O)N1CCN(c2ccc(NC(=O)c3ccc([N+](=O)[O-])o3)cc2)CC1

Assay by compound	7	8	9	10	11	12
MC4R barr agon	-3.4	-0.9	0.8	-0.4	-0.1	-1.8
ABHD5 PLIN5 PPI	1	3	6	5	-16	1
PDI inh	5	-5	0	-4	-13	-5
ABCB6 inh 2	99	100	104	98	90	102
H9c2 protect	0	0	2	6	1	-32
Glyco luc inh	-1	-1	0	-1	-1	1
CaV13 ICDI inh	-5	-5	-5	-6	-4	-2
m5-HT2A agonist	5	2	2	-2	3	0
MC4R antagonist	0	4	3	7	-3	22
Granule exo inh	-1	-1	-3	0	18	-1

(13) O=c1cc(CN(Cc2ccccc2)Cc2ccccc2)c2ccccc2o1
(14) CC1(Oc2ccc(Cl)cc2)CCN(Cc2ccc(-c3ccccn3)cc2)C1 (centres undefined)
(15) O=C(NCCc1c[nH]c2ccccc12)/C(=C/c1cccnc1)NC(=O)c1ccco1
(16) COc1cc(-c2cc(C(F)(F)F)n3ncc(C(=O)O)c3n2)cc(OC)c1OC
(17) O=C(N1CCCC1)C(F)(F)Oc1ccc(F)cc1
(18) CCc1nnc(NC(=O)c2nc3nc(C)cc(C)n3n2)s1

Assay by compound	13	14	15	16	17	18
MC4R barr agon	x	13*	-0.8	2.1	-2.0	-1.6
ABHD5 PLIN5 PPI	0	6	-3	1	4	-5
PDI inh	x	11	-5	-17	-5	-18
ABCB6 inh 2	89	98	85	x	103	120
H9c2 protect	-6	-14	1	4	-3	2
Glyco luc inh	-6	1	0	2	0	1
CaV13 ICDI inh	-3	-11	2	-6	2	x
m5-HT2A agonist	-5	12	-7	-1	-2	-4
MC4R antagonist	x	3	1	2	13	2
Granule exo inh	-3	-1	1	-3	-2	-1

(19) CCOc1ccccc1NC(=O)CC1NCCNC1=O (centres undefined)
(20) O=[N+]([O-])c1cccc(Nc2nc(Cl)nc(Cl)n2)c1
(21) CC(=O)c1cccc(NC=C2C(=O)OC3(CCCCC3)OC2=O)c1
(22) CCOC(=O)c1ccc(NC(=O)c2ccccc2)cc1
(23) COc1ccc(OC)c(NC(=O)C2CC(C)=C(C)CC2C(=O)O)c1 (centres undefined)
(24) COc1ccc(CCn2c(C(C)C)nc3c(c(=O)c4ccccc4n3C)c2=O)cc1
(25) O=C(CCc1ccccc1)Nc1cc(S(=O)(=O)N2CCOCC2)ccc1N1CCCC1

Assay by compound	19	20	21	22	23	24	25
MC4R barr agon	-1.6	-0.7	2.2	-0.1	-1.2	5.2	-1.6
ABHD5 PLIN5 PPI	-5	2	9	-1	1	-6	13
PDI inh	0	1	-29	-2	4	0	-10
ABCB6 inh 2	94	104	175	98	99	92	102
H9c2 protect	7	-4	6	3	0	9	1
Glyco luc inh	0	-1	0	-3	3	3	1
CaV13 ICDI inh	-6	-3	x	-8	-4	x	-6
m5-HT2A agonist	1	-1	-10	1	0	2	1
MC4R antagonist	1	-5	-6	7	1	22	-4
Granule exo inh	-2	0	23	-3	-2	0	12

Full records, looked up by structure. Values in the order: MC4R barr agon	ABHD5 PLIN5 PPI	PDI inh	ABCB6 inh 2	H9c2 protect	Glyco luc inh	CaV13 ICDI inh	m5-HT2A agonist	MC4R antagonist	Granule exo inh
Results for `COc1ccc(OC)c(NC(=O)C2CC(C)=C(C)CC2C(=O)O)c1` (centres undefined) : -1.2	1	4	99	0	3	-4	0	1	-2
Results for `O=[N+]([O-])c1cccc(Nc2nc(Cl)nc(Cl)n2)c1` : -0.7	2	1	104	-4	-1	-3	-1	-5	0
Results for `CCOc1ccccc1NC(=O)CC1NCCNC1=O` (centres undefined) : -1.6	-5	0	94	7	0	-6	1	1	-2
Results for `O=C(CCc1ccccc1)Nc1cc(S(=O)(=O)N2CCOCC2)ccc1N1CCCC1` : -1.6	13	-10	102	1	1	-6	1	-4	12
Results for `CCOC(=O)c1ccc(NC(=O)c2ccccc2)cc1` : -0.1	-1	-2	98	3	-3	-8	1	7	-3

Screening data deposited in PubChem BioAssay by several laboratories.
